Screening results deposited in PubChem by several laboratories.
Ecoli viability = bacterial growth inhibition, counter-screen for AddAB inhibitors; E. coli V3065 growth, OD600 absorbance, 18 h; inhibition, % at 11.9 µM; 0.27% of 330,000 active; AID 449728;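 active means inhibition above the campaign's mean inhibition across all tested compounds plus 3 SD, cut at about 9.9% in these data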;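 further: uninfected addAB+ strain grown without phage in ampicillin broth; 0% = DMSO wells and 100% = ciprofloxacin 0.95 µg/ml wells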
DAGLB inh = diacylglycerol lipase beta (human) inhibition; Q8NCG7; HEK293T DAGLB membrane lysate, EnzChek fluorogenic substrate; inhibition, % at 5.17 µM; 0.059% of 340,000 active; AID 504411; in the data active means inhibition above about 34%;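 further: 0% = enzyme with vehicle and 100% = wells lacking enzyme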
Tat export inh = E. coli Tat transport inhibition. E. coli MC4100 TorA-mCherry Tat export, fluorescence. inhibition, % at 10 µM. 0.036% of 340,000 active. AID 488895;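 active means mean replicate inhibition at least 50% and at least half of replicates individually reaching 50%; inconclusive means only one of the two criteria met; inactive means neither criterion met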;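 further: exported cargo escapes ClpAP degradation while cytoplasmic cargo is degraded and loses fluorescence; 0% = median of neutral control wells and 100% = median of NaSCN control wells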
PfHsp90 yeast 2 = reduces growth (ATP signal) of yeast expressing P. falciparum Hsp90; S. cerevisiae expressing PfHsp90, BacTiter-Glo ATP, 48 h; yeast lacking PDR1 and PDR3 efflux regulators; inhibition, % at 9.4 µM; 0.32% of 310,000 active; AID 504621;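 active means every replicate shows inhibition above about 80%, whatever the replicate mean, limit read from the data; inconclusive means mean inhibition reaches the set limit but some replicate falls short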;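 further: 0% = DMSO neutral controls and 100% = 20 µM radicicol positive controls; yeast relying on Plasmodium falciparum Hsp90 in place of its own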
CAL PDZ inh = inhibitors of human CAL PDZ peptide binding; Q9HD26; purified CAL PDZ, TMR-peptide fluorescence polarization, 1 h; inhibition, % at 20 µM; 0.02% of 330,000 active;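 active means highest replicate inhibition of at least 40%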;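 further: plate controls were DMSO neutral control wells for no effect and unlabeled competitor peptide control wells for full effect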
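System: purified tagged CAL PDZ domain construct (CerCALP). Schedule: 1 h incubation at room temperature before polarization reading. Medium: 25 mM sodium phosphate pH 7.4, 150 mM NaCl, TCEP, IgG, Thesit. Read-out: percent inhibition from loss of millipolarization. Measured by: FP readout, S and P plane fluorescence. Probe or stimulus: fluorescent TMR peptide probe.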
phage Ecoli inh = E. coli growth loss with phage present | growth absorbance | inhibition, % at 11.9 µM | 0.26% of 360,000 active | AID 651602; in the data active means inhibition above about 11%
PvdQ acylase = blocks Pseudomonas aeruginosa PvdQ acylase activity; inhibition, % at 10 µM; purified PvdQ acylase, fluorescence plate reader; 0.063% of 340,000 active; in the data active means inhibition above about 30%, passing the limit was not always enough; inconclusive means no clear call, values can overlap the other calls;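 further: 0% = vehicle neutral wells and 100% = reference inhibitor wells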
Rtt109 Vps75 = inhibitors of Candida albicans Rtt109/Vps75 histone acetyltransferase | Q5AAJ8 | purified Rtt109/Vps75, ThioGlo CoA-SH fluorescence, 4 h | inhibition, % at 34.9 µM | 0.16% of 330,000 active | AID 540336;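 active means inhibition of at least 50% in every replicate; inconclusive means best replicate reaches 50% inhibition but some replicates fall short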
Target sequence (Q5AAJ8 whole entry, looked up): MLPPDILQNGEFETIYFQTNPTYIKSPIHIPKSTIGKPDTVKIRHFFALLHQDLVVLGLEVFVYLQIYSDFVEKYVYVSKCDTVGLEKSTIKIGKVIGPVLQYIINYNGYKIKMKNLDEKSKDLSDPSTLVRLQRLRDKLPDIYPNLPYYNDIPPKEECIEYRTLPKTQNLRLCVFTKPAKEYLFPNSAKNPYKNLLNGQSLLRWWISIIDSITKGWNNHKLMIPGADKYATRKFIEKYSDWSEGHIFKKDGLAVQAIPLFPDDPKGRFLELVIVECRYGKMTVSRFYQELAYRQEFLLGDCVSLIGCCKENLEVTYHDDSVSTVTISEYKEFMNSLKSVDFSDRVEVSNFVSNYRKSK
AddAB inh = less growth of phage-infected E. coli with AddAB. 0.29% of 330,000 active. inhibition, % at 11.9 µM. E. coli expressing H. pylori AddAB, absorbance growth; in the data active means inhibition above about 12%;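 further: 0% = vehicle wells of infected cells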
Wnt bcat act = activators of Wnt/beta-catenin signaling | 1.2% of 300,000 active | Wnt/beta-catenin reporter cell assay, activator, plate reader | activation, % at 9.35 µM; in the data active means activation above about 30%, passing the limit was not always enough; inconclusive means no clear call, values can overlap the other calls;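 further: 0% = neutral control wells and 100% = positive control wells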
Numbers without * were called inactive; ? = inconclusive; . = not tested or not shown.

SMILES	Ecoli viability	DAGLB inh	Tat export inh	PfHsp90 yeast 2	CAL PDZ inh	phage Ecoli inh	PvdQ acylase	Rtt109 Vps75	AddAB inh	Wnt bcat act
CCOc1ccccc1C(=O)N[C@H](C(=O)NNC(=O)c1cccs1)C(C)C	-1.3	1.5	1.5	4.6	-0.6	1.9	-8.3	-4.4	0.0	0.9
CC1(C)CC2(CCO1)OC(=O)CC2C(=O)Nc1ccc(Br)cc1 (configuration not stated)	2.5	1.1	-0.2	11.2	-3.6	2.1	-7.7	-11.3	0.9	-0.4
O=C(Nc1ccc(C(=O)NN2C(=O)c3ccccc3C2=O)cc1)c1ccccc1	1.8	0.8	1.7	-3.9	-0.1	-0.6	2.4	-0.7	1.4	-0.3
NC(=O)CSc1nnc(COc2ccccc2)n1Cc1ccco1	-0.3	1.2	-3.3	2.2	-2.1	2.0	-8.1	6.6	-0.2	-2.4
C=CCN1C(=O)/C(=C\c2ccc(Oc3nc(N4CCOCC4)nc(N4CCOCC4)n3)c(OC)c2)SC1=S	0.6	-1.1	1.7	15.8	-2.1	1.8	-10.8	-4.6	1.4	-5.6
NC(=O)CC(NC(=O)Cc1ccc(Br)cc1)c1ccc(NC2CCC2)c([N+](=O)[O-])c1 (configuration not stated)	0.4	8.7	-25.4	.	-1.1	0.5	5.9	-0.2	2.4	-5.5
O=C1/C(=C/c2cccs2)Cc2ccccc21	-1.3	-5.3	-5.0	8.8	-1.0	1.9	-7.0	3.5	0.6	?
CC(C)(CNC(=O)c1cccc(S(=O)(=O)NCc2ccccc2)c1)N1CCOCC1	-0.3	0.7	3.3	-13.2	-3.0	4.2	-18.4	0.8	0.1	-0.8
CC(NC(=O)c1cc(F)c(F)cc1Cl)C1CC2CCC1C2 (configuration not stated)	0.4	-3.9	-4.2	-103.9	-5.5	2.8	-15.8	-0.2	3.5	-2.9
O=C(c1ccccc1F)N1CCN(S(=O)(=O)c2ccc3c(c2)OCCO3)CC1	-1.2	-4.6	-5.6	-6.7	-0.1	0.9	-10.6	4.5	0.6	1.5
CC1CCCN(C(=O)COC(=O)c2ccc(=O)n(Cc3ccccc3)n2)C1 (configuration not stated)	0.6	-0.9	0.8	25.7	-0.9	1.9	3.1	.	0.0	-1.7
Cc1ccc(N(Cc2ccc(C(=O)NCC3CCCO3)cc2)S(C)(=O)=O)cc1C (configuration not stated)	-2.1	-0.9	2.5	0.3	0.8	1.4	-2.5	-0.4	1.3	-1.5
O=C(Nc1ccc2ccccc2n1)c1ccccc1	0.2	-9.1	-1.2	-15.8	-1.0	2.0	-10.4	4.6	1.0	18.0
Cc1ccn2c(=O)nc(SCC(=O)NCc3ccco3)nc2c1	-2.3	0.2	-8.8	.	-1.2	1.4	-7.9	-18.1	-0.4	4.4
CCOC(=O)c1sc2c(c1C)c(=O)n(Cc1ccccc1)c(=O)n2CCN(C)C	-0.3	-5.0	-1.3	9.2	-0.6	2.4	-13.8	-4.7	0.1	2.4
CCN(CC)C(=O)c1scc2c1OCCO2	-0.8	-2.1	2.1	5.1	.	2.5	-6.0	6.8	-3.2	.
Cc1ccc(C(=O)NC2CCN(S(=O)(=O)c3ccccc3F)CC2)cc1	-0.5	-2.4	-2.7	-6.6	-1.0	2.1	1.4	3.3	4.0	-1.3
Cc1ccc(C(C(=O)NC2CCCC2)N(C(=O)CCC(=O)Nc2cc(C)on2)c2ccccc2)cc1 (configuration not stated)	-2.4	2.4	6.4	.	-2.3	3.2	-10.0	0.9	0.5	.
C/C(=N\NC(=S)NC(C)C)c1ccccc1OC(F)F	-1.3	-2.7	14.3	12.9	-0.3	3.8	-9.4	9.5	-3.0	-1.7
CCOC(=O)c1c(C)[nH]c(C)c1C(=O)COC(=O)COc1ccc(Cl)c(C)c1	.	-1.6	1.3	-15.3	-2.7	1.6	-19.6	8.6	.	-2.3

4 compounds picked at random from the list so far, as already listed:
SMILES	Ecoli viability	DAGLB inh	Tat export inh	PfHsp90 yeast 2	CAL PDZ inh	phage Ecoli inh	PvdQ acylase	Rtt109 Vps75	AddAB inh	Wnt bcat act
CCOC(=O)c1sc2c(c1C)c(=O)n(Cc1ccccc1)c(=O)n2CCN(C)C	-0.3	-5.0	-1.3	9.2	-0.6	2.4	-13.8	-4.7	0.1	2.4
Cc1ccc(C(=O)NC2CCN(S(=O)(=O)c3ccccc3F)CC2)cc1	-0.5	-2.4	-2.7	-6.6	-1.0	2.1	1.4	3.3	4.0	-1.3
C=CCN1C(=O)/C(=C\c2ccc(Oc3nc(N4CCOCC4)nc(N4CCOCC4)n3)c(OC)c2)SC1=S	0.6	-1.1	1.7	15.8	-2.1	1.8	-10.8	-4.6	1.4	-5.6
O=C(Nc1ccc(C(=O)NN2C(=O)c3ccccc3C2=O)cc1)c1ccccc1	1.8	0.8	1.7	-3.9	-0.1	-0.6	2.4	-0.7	1.4	-0.3

Further entries follow:
SMILES	Ecoli viability	DAGLB inh	Tat export inh	PfHsp90 yeast 2	CAL PDZ inh	phage Ecoli inh	PvdQ acylase	Rtt109 Vps75	AddAB inh	Wnt bcat act
Cc1noc(C)c1C(=O)OCC(=O)c1c[nH]c2ccccc12	0.1	-2.2	-12.8	.	-1.1	3.6	0.0	-3.5	1.0	.
COCc1nn2c(N)c(C#N)cnc2c1-c1ccccc1	0.5	-1.3	-1.6	-2.7	-3.0	1.9	-8.5	1.4	2.2	-1.8
CN(C)S(=O)(=O)c1ccc(C(=O)Nc2cc3c(cc2C(=O)O)OCCCO3)cc1	-0.3	-1.6	4.8	7.4	-5.2	-3.4	5.9	8.0	3.2	1.7
COc1ccc(NC(=O)c2ccccc2NC(=O)NC2CCCCC2)cc1	0.8	-1.9	-8.1	3.6	-1.2	3.7	-6.4	-16.2	0.3	7.8
[O-]/[N+](=C/c1ccco1)c1ccccc1	0.1	-0.5	6.5	-17.4	-1.0	2.2	2.0	-0.7	1.7	6.7
O=C(Nc1cccnc1)c1ccc2c(c1)OCO2	0.0	0.5	-3.9	21.7	-0.4	1.8	-9.4	21.5	2.7	6.4
CC(C)CNc1ncnc2[nH]ncc12	.	-0.9	2.4	-18.2	-0.8	3.2	-13.9	9.3	.	-3.1
COC(=O)c1sccc1OCc1cccc(OC)c1	-0.3	-4.8	3.5	3.9	-2.8	4.8	4.5	13.0	3.2	-1.8
COc1ccc(/C=N/Nc2ccc([N+](=O)[O-])cc2)cc1Cn1cc([N+](=O)[O-])cn1	-1.3	9.0	-10.9	-25.9	-0.7	-0.2	-6.1	0.7	2.4	.
O=C(CC1C(=O)NCCN1Cc1ccccc1C(F)(F)F)NCCn1cccn1 (configuration not stated)	1.9	0.3	-2.6	.	-0.7	0.0	-9.6	0.2	-0.3	-1.7
COc1ccc(N(CC(=O)N2c3ccccc3CC2C)S(=O)(=O)c2c(C)nn(C)c2C)cc1 (configuration not stated)	-0.3	0.1	0.9	16.5	-0.2	2.1	-0.2	5.1	1.2	-1.6
CCCCN(C)C1CCN(C(=S)Nc2ccc(OCC)cc2)CC1	-1.9	1.4	-3.8	13.3	-2.2	3.8	-1.3	-5.0	0.8	-0.6
O=C1CSC(=Nc2cccc(C(=O)O)c2)N1	-2.1	2.6	-6.7	-16.2	-1.4	2.5	-8.0	-3.5	-0.4	17.8
Cc1ccc(Cc2nnc3n(-c4ccccc4)nc(C(=O)c4ccccc4)n3c2=O)cc1	0.5	-3.8	-5.8	-8.0	-0.7	3.7	-8.7	1.5	5.0	-16.5
CN(CC(=O)Nc1ccccc1Cl)C(=O)C1CCN(C(=O)c2ccc(F)cc2)CC1	2.1	0.0	-5.1	-1.1	0.5	5.3	-10.6	-1.1	1.2	2.7
CC(C)CC(NC(=O)OC(C)(C)C)C(=O)NC(C(=O)N1CCCC1C(N)=O)C(C)C (configuration not stated)	-0.6	0.5	-17.3	11.2	0.0	2.8	-6.9	2.7	5.0	.
CCOc1ccc(C2=Nn3c(nnc3-c3cccnc3)SC2)cc1	0.8	1.3	-0.3	2.3	-2.3	1.2	-13.9	-4.8	2.1	.
CN(NC1OC(=O)c2ccccc21)c1ccccc1[N+](=O)[O-] (configuration not stated)	-3.8	3.5	-1.7	0.4	-1.2	0.8	-9.1	-1.1	-2.6	-3.5
COc1ccc(NC(=O)Cn2c(=O)n(-c3ccccc3)c(=O)c3oc4ccccc4c32)c(OC)c1	-2.3	0.7	0.3	-25.9	-1.0	3.2	-9.7	-0.4	0.3	0.0
CC1CCN(S(=O)(=O)c2ccc3c(c2)N(CC(=O)NCc2cccnc2)C(=O)CS3)CC1	0.9	-1.1	0.3	-1.7	-1.4	3.1	-16.4	.	0.3	-5.6
CCn1nc(NC(=O)COC)c2cc3cccc(C)c3nc21	-1.4	-6.7	-5.8	6.0	-1.1	-0.2	15.5	8.0	-0.9	3.3

An excerpt from above in order of their number in Tat export inh, lowest first:
Compound	DAGLB inh	Tat export inh	PfHsp90 yeast 2	CAL PDZ inh	phage Ecoli inh	PvdQ acylase	Rtt109 Vps75	AddAB inh	Wnt bcat act
CN(CC(=O)Nc1ccccc1Cl)C(=O)C1CCN(C(=O)c2ccc(F)cc2)CC1	0.0	-5.1	-1.1	0.5	5.3	-10.6	-1.1	1.2	2.7
CC(C)CNc1ncnc2[nH]ncc12	-0.9	2.4	-18.2	-0.8	3.2	-13.9	9.3	.	-3.1
COC(=O)c1sccc1OCc1cccc(OC)c1	-4.8	3.5	3.9	-2.8	4.8	4.5	13.0	3.2	-1.8

An unsorted share of the library; 1.9% or so of the library scored in one or more.
